M1 antag = antagonists of human M1 muscarinic receptor; P11229; CHO-K1 hM1, Fluo-8 calcium fluorescence, ACh EC80 antagonist; inhibition, % at 3 µM; 360,000 compounds, 1.3% hits;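 active = percent inhibition above its own plate's cutoff, namely the mean of that plate's compound wells plus 3 SD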;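 note: peak over basal fluorescence ratio during 140 s after agonist addition; 0% = ACh EC80 plus DMSO and 100% = DMSO alone without agonist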
Target sequence (P11229 whole entry, looked up): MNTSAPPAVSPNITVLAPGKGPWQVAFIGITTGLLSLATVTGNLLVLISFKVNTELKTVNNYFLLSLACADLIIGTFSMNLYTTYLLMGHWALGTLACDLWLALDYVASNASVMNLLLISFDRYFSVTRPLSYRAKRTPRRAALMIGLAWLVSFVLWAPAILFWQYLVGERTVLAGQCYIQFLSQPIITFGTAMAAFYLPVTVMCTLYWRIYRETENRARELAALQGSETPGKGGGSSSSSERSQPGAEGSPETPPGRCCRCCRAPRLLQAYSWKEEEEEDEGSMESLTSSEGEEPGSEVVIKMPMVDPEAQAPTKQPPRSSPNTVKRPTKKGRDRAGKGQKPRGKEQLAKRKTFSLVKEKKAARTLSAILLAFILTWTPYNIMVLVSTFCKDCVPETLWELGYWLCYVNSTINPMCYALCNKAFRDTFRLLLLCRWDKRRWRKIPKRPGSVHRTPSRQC
CHO parental Ca = counter-screen for OX1R antagonists: effect in parental CHO cells; parental CHO-K1, ATP-induced calcium, Fluo-8 fluorescence; 330,000 compounds, 0.63% hits; AID 463079; inhibition, % at 5.6 µM;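 active = inhibition above that plate's mean sample inhibition plus 3 SD, cut at about 26% in these data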;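 note: 0% = ATP-challenged DMSO wells and 100% = DMSO wells without ATP; some compounds past the cut are filed as inactive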
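Material: Parental CHO cells | Reagent: ATP | Compound dosing: Single nominal dose of 5.6 µM per compound | Detection: Intracellular calcium via Fluo-8 no-wash fluorescent dye | Read-out: % inhibition of ATP-induced calcium mobilization | Benchmarks: Low control ATP plus DMSO, high control DMSO only | Replicates: Singlicate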
M1 PAM parental = counter-screen for M1 PAMs: effect in parental CHO-K1 cells; AID 602247; ATP EC20, Fluo-8 calcium fluorescence; 0% at ATP EC20, 100% at ATP max; activation, % at 3 µM; 360,000 compounds, 0.02% hits;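 active = activation above the run cutoff, the mean activation of all test compounds plus 3 SD, cut at about 40% in these data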;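 note: peak over basal fluorescence ratio in a 140 s read after ATP addition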
CHO-K1 Ca antag = nonselective inhibitor or artifact in parental CHO-K1 cells | ATP-induced calcium, Fluo-8 fluorescence | inhibition, % at 3 µM | 360,000 compounds, 0.6% hits | AID 602250;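 active = inhibition above a per-plate cutoff, the plate's mean sample inhibition plus 3 SD, cut at about 24% in these data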;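 note: 0% = DMSO plus EC80 ATP and 100% = DMSO alone without ATP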
TAAR1 agonist = agonists of human TAAR1. AID 624467. CHO RD-HGA16 TAAR1, Fluo-8 calcium fluorescence; vehicle wells 0%, saturating PEA agonist 100%. 360,000 compounds, 0.99% hits. activation, % at 3 µM;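 active = activation above the mean activation of all test compounds in the run plus 3 SD, cut at about 38% in these data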
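Assay system: CHO-derived RD-HGA16 cells with stable Gα16 and human TAAR1; timing: 17-24 h seeding, 75 min 37 °C dye, 30 min RT; read-out: % activation from peak over basal fluorescence ratio, DMSO-to-PEA scaled; measured by: kinetic Fluo-8 calcium fluorescence; benchmarks: low control DMSO, high control PEA (EC100); doses: 3 µM single concentration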
M1 ag parental = nonselective activator or artifact in parental CHO-K1 cells; 360,000 compounds, 0.48% hits; activation, % at 3 µM; AID 602248; Fluo-8 calcium fluorescence; scaled to maximal ATP response, vehicle zero; in the data active = activation above about 15%;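 note: untransfected CHO-K1 host cells lacking M1 receptor as counterscreen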
TAAR1 antag = human TAAR1 antagonism. CHO RD-HGA16 TAAR1, Fluo-8 calcium fluorescence, antagonist. inhibition, % at 3 µM. 360,000 compounds, 1.5% hits. AID 624466;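 active = inhibition above a per-plate cutoff, the mean inhibition of test compounds on that plate plus 3 SD, cut at about 49% in these data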;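 note: 0% = DMSO plus EC80 beta-PEA response and 100% = DMSO alone without agonist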
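Material: CHO RD-HGA16 cells bearing hTAAR1; compound dosing: one-point dosing, 3 µM nominal final; schedule: dye loading 75 min at 37 °C, then 30 min room temperature; measured by: calcium fluorescence with Fluo-8; control set: vehicle and agonist controls; replication: n of 1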
CHRM1 agonist = human M1 muscarinic receptor agonism | CHO-K1 hM1, Fluo-8 calcium fluorescence, agonist mode; 0% DMSO, 100% acetylcholine EC100 | activation, % at 3 µM | 360,000 compounds, 0.33% hits;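 active = activation above the run's mean compound activation plus 3 SD, cut at about 16% in these data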;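 note: peak over basal fluorescence ratio within a 140 s kinetic read after compound addition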
OXTR potentiate = potentiates the human oxytocin receptor response; P30559; CHO-OTR cells, Fluo-8 calcium fluorescence, potentiator mode; 0% = oxytocin EC15, 100% = EC100; activation, % at 3 µM; 320,000 compounds, 0.061% hits; AID 2445;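 active = activation above that plate's cutoff, the mean activation of tested compounds plus 3 SD, cut at about 6.6% in these data, passing the limit was not always enough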;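 note: 100% uses oxytocin at 75 nM as the full agonist control; some results filed as inactive read as strong as hits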
Target sequence (P30559 whole entry, looked up): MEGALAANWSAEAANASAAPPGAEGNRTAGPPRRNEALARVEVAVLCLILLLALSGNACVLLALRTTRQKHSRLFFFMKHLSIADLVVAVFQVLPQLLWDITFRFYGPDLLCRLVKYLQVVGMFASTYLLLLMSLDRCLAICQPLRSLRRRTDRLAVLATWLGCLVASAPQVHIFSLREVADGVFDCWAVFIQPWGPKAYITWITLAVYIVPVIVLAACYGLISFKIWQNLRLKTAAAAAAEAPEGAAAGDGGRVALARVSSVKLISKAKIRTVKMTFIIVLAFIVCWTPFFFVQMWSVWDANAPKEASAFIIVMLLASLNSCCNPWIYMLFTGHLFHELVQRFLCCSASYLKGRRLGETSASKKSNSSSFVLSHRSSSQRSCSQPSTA
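Assay system: CHO cell line stably expressing human OTR. Reagent: EC15 oxytocin agonist. Dosing: single dose, 3.0 µM nominal final compound concentration. Timing: compound 6 min at room temperature before oxytocin, 100 s read. Signal: kinetic Fluo-8 calcium fluorescence. Controls: oxytocin EC15 low and EC100 high.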
An asterisk follows results filed as active; · = no result given.

1. C=CC[C@@H](CC(=O)N[C@H](CO)Cc1ccccc1)C(=O)N[C@H](COC(=O)[C@@H](CC=C)Cc1ccc(F)cc1)Cc1ccccc1
2. C/C(=N\Nc1nc2ccccc2nc1C)c1ccccc1O
3. COC(=O)c1cc(S(=O)(=O)NCC2CCN(Cc3ccc(F)cc3)CC2)c[nH]1
4. COc1ccc(C(=O)/C=C/Nc2ccc(S(=O)(=O)Nc3nc(C)cc(C)n3)cc2)cc1OC
5. COc1cccc(CNC(=O)CCCn2ncn3c(cc4occc43)c2=O)c1
6. N/C(=N\OC(=O)/C=C/c1ccc(Br)cc1)c1ccccn1
7. Cc1nc2ccccc2n1CC(=O)NCCN1CCCC1
8. CC(c1nnc(Sc2nnnn2-c2ccccc2)n1-c1ccc(F)cc1)N(C)C (configuration not stated)
screen / no.	1	2	3	4	5	6	7	8
M1 antag	0	0	3	-17	16	1	-8	-1
CHO parental Ca	-23	6	-9	-15	-2	3	-4	-15
M1 PAM parental	17	-8	10	26	0	-2	19	-13
CHO-K1 Ca antag	-16	15	-15	-9	-8	1	-11	-2
TAAR1 agonist	6	1	0	0	-1	2	5	3
M1 ag parental	0.6	-0.1	0.0	0.5	1.3	3.8	0.2	-0.1
TAAR1 antag	15	7	-7	-4	9	-2	-1	0
CHRM1 agonist	-5	1	-13	-8	-1	-6	-8	-4
OXTR potentiate	-6	-4	1	4	-11	-2	-4	-2

Of the compounds above, four contain a halogen:
1. C=CC[C@@H](CC(=O)N[C@H](CO)Cc1ccccc1)C(=O)N[C@H](COC(=O)[C@@H](CC=C)Cc1ccc(F)cc1)Cc1ccccc1
3. COC(=O)c1cc(S(=O)(=O)NCC2CCN(Cc3ccc(F)cc3)CC2)c[nH]1
6. N/C(=N\OC(=O)/C=C/c1ccc(Br)cc1)c1ccccn1
8. CC(c1nnc(Sc2nnnn2-c2ccccc2)n1-c1ccc(F)cc1)N(C)C (configuration not stated)
screen / no.	1	3	6	8
M1 antag	0	3	1	-1
CHO parental Ca	-23	-9	3	-15
M1 PAM parental	17	10	-2	-13
CHO-K1 Ca antag	-16	-15	1	-2
TAAR1 agonist	6	0	2	3
M1 ag parental	0.6	0.0	3.8	-0.1
TAAR1 antag	15	-7	-2	0
CHRM1 agonist	-5	-13	-6	-4
OXTR potentiate	-6	1	-2	-2

New compounds follow
9. CCOCCCNCc1cc(Cl)cc(Cl)c1OCC
10. COc1ccc(CCNC(=O)c2cccc(S(=O)(=O)N3CCOCC3)c2)cc1OC
11. Cc1nc(C)c(C(=O)Nc2cccc(F)c2)s1
12. O=S(=O)(c1cccc(C(F)(F)F)c1)N1CCCC1c1cccnc1 (configuration not stated)
13. COc1ccc(OCc2cc(C(=O)NCCN3CCCc4ccccc43)no2)c(Cl)c1
14. CCCCn1c(N)c(N(CC(C)C)C(=O)CCN2C(=O)C3CC=CCC3C2=O)c(=O)[nH]c1=O (configuration not stated)
15. CCOC(=O)c1ccc2nc(NC(NC(C)=O)(C(=O)OC)C(F)(F)F)sc2c1 (configuration not stated)
16. Nc1ccccc1C(=O)NCCCN1CCN(c2cccc(Cl)c2)CC1
screen / no.	9	10	11	12	13	14	15	16
M1 antag	-6	-11	-11	-6	53*	-6	-5	-13
CHO parental Ca	-22	-8	0	-17	-14	·	-8	-14
M1 PAM parental	7	6	-11	5	5	6	-2	3
CHO-K1 Ca antag	-8	-8	-6	-12	-4	3	-2	-1
TAAR1 agonist	2	3	0	5	-1	9	12	1
M1 ag parental	0.9	0.7	1.1	2.7	2.5	0.1	0.1	9.6
TAAR1 antag	-2	-4	4	-1	32	-24	-7	-4
CHRM1 agonist	-5	-3	0	-1	-5	-4	-5	-4
OXTR potentiate	-2	-2	-6	0	-5	·	-2	-5

17. O=C(O)c1ccc(N/N=C/c2ccc(-c3ccc(Br)cc3)o2)cc1
18. NNC(=O)COc1cccc2cccnc12
19. CCOC(=O)CCn1nc(-c2ccc(Cl)cc2)cc1N
20. CC(C)Cc1nnc(NC(=O)c2cc([N+](=O)[O-])ccc2N2CCOCC2)s1
21. CC(C)Oc1ccc(S(=O)(=O)N2CCOCC2)cc1NC(=O)c1nn(C)c(=O)c2ccccc12
22. COc1cc(NC(=O)CN2CCCCCC2)cc(OC)c1
23. COc1ccc(NC(=O)COC(=O)CNC(=O)C2CCCCC2)cc1OC
24. CCn1cnc2cc(NCc3nc4ccccc4n3Cc3ccccc3)ccc21
screen / no.	17	18	19	20	21	22	23	24
M1 antag	-7	1	-1	0	6	-13	-2	0
CHO parental Ca	12	-15	-25	-16	·	1	4	-13
M1 PAM parental	-3	-5	8	-11	-8	-7	-3	9
CHO-K1 Ca antag	-5	1	3	5	-11	-8	-8	-10
TAAR1 agonist	8	1	5	0	0	-3	0	4
M1 ag parental	0.6	0.8	-0.1	0.1	-0.6	0.3	0.0	0.4
TAAR1 antag	-11	20	-13	-14	-7	6	11	4
CHRM1 agonist	0	-5	-3	-5	-5	-7	-3	-6
OXTR potentiate	-11	-10	-3	-1	·	-10	1	-10

Results in sequence from the list.
Compounds 14–22 in CHRM1 agonist, in turn: -4, -5, -4, 0, -5, -3, -5, -5, -7

Next section.
25. COc1ccc(N=C2SC(CC(=O)Nc3ccccc3F)C(=O)N2Cc2ccco2)cc1 (configuration not stated)
26. CCn1cc(S(=O)(=O)N2CCc3ccccc3C2)cn1
27. CCN(CC)CCNCc1ccc(Br)cc1OCC(=O)NCc1ccccc1
28. C/C(=N\O)c1ccc2c3c([nH]c2c1)CCCC3
29. O=C(CCNC(=O)C1CCN(S(=O)(=O)c2ccc(F)cc2)CC1)NCc1cccc(Cl)c1
30. C[C@H](CO)N1C[C@H](C)[C@@H](CN(C)Cc2ccc(-c3ccccc3)cc2)Oc2c(NS(=O)(=O)c3ccc(F)cc3)cccc2C1=O
31. CCOC(=O)c1sc(NC(=O)CCN2CCC(C)CC2)c(C(=O)OCC)c1C
32. O=C(CN1CCN(Cc2ccccc2)CC1)NCc1ccc(Cl)cc1
screen / no.	25	26	27	28	29	30	31	32
M1 antag	-6	1	-1	-13	-9	-16	3	-16
CHO parental Ca	-16	-5	-7	-9	-13	-10	-32	-2
M1 PAM parental	19	-6	17	13	20	-2	-17	34
CHO-K1 Ca antag	-5	-8	-20	-3	-6	0	15	-13
TAAR1 agonist	0	-1	1	1	3	4	2	4
M1 ag parental	0.6	1.0	0.7	1.2	2.2	0.7	0.4	4.8
TAAR1 antag	-8	-5	2	2	-39	22	11	-4
CHRM1 agonist	-3	-2	-6	-1	-1	-2	-1	-7
OXTR potentiate	-2	-11	-2	-4	-3	-8	2	0

33. COc1ccccc1-c1nc2cc3ccccc3cc2nc1-c1ccccc1OC
34. COc1cccc(CNC(=O)N2CCN(c3ccccc3C)CC2)c1
35. Cc1ccc(S(=O)(=O)n2cnc3ccccc32)c(C)c1
36. COC(=O)Cc1c(O)ccn(Cc2ccccc2OC)c1=O
37. COC(=O)c1nc(NC(=O)c2ccc(Cl)cc2)n[nH]1
38. COc1ccc(C(=O)CSc2nc3ccc([N+](=O)[O-])cc3[nH]2)cc1
39. O=C(CCN1C(=O)/C(=C\C=C\c2ccccc2)SC1=S)Nc1ccccc1C(=O)O
40. CCCCNC(=O)c1ccc2c(SCC(=O)O)c3c(nc2c1)CCCC3
screen / no.	33	34	35	36	37	38	39	40
M1 antag	2	2	0	-14	-9	13	-21	0
CHO parental Ca	-9	-17	-6	2	-9	-1	-5	-10
M1 PAM parental	15	19	10	4	-2	22	-8	4
CHO-K1 Ca antag	-4	4	2	-2	-19	1	15	0
TAAR1 agonist	3	2	7	13	1	9	-1	0
M1 ag parental	0.5	1.8	0.4	0.0	0.6	9.5	-0.6	0.0
TAAR1 antag	26	16	1	5	14	47	-35	-8
CHRM1 agonist	-7	3	0	-2	-2	-1	2	-4
OXTR potentiate	-2	-8	-8	-12	1	-6	-1	-4

41. CCNc1nnc(CCn2nc(C)c(Br)c2C)s1
42. CN(CC(=O)Nc1ccccc1Cl)C(=O)c1cc(C2CC2)nn1-c1ccccc1
43. CCCCNc1nc2c(c(=O)n(Cc3ccccc3)c(=O)n2C)n1C
44. O=C(CNc1cc(S(=O)(=O)N2CCCC2)ccc1OCC(F)(F)F)Nc1cccc(C(F)(F)F)c1
45. COc1ccc(NC(=O)CC2C(=O)N(c3ccc(OC)cc3)C(=O)N2CCc2cccs2)cc1 (configuration not stated)
46. CC1CCN(CCc2nc3cc(NS(=O)(=O)c4ccccc4)ccc3n2C)CC1
47. CN(C)C(=O)c1ccc(NC(=O)COC(=O)C2(c3ccccc3)CCCC2)cc1
48. O=C(Nc1ccc(Cl)cc1C(=O)N1CCCCC1)c1ccco1
screen / no.	41	42	43	44	45	46	47	48
M1 antag	7	4	-7	6	-1	17	7	-1
CHO parental Ca	-16	-24	-17	-5	-14	-12	8	-18
M1 PAM parental	-8	-11	10	-3	12	22	-15	17
CHO-K1 Ca antag	8	-11	-2	6	-5	-10	7	-7
TAAR1 agonist	9	10	3	1	7	7	9	0
M1 ag parental	-0.2	5.2	1.1	1.5	2.5	0.9	5.2	1.5
TAAR1 antag	-16	20	-18	11	10	-17	22	-4
CHRM1 agonist	-6	-5	-2	-2	-6	-4	4	-4
OXTR potentiate	3	-4	-6	-8	-14	-7	-10	-2
